High-throughput results: PubChem, National Center for Advancing Translational Sciences (NCATS)
DT40 TDP1 no CPT = qHTS for Inhibitors of human tyrosyl-DNA phosphodiesterase 1 (TDP1): qHTS in cells in absence of CPT | DT40 Tdp1-/- hTDP1 cells, no CPT, ATP luminescence, 48 h | Potency, µM (series often up to 46.2 µM), for the others: at the top dose activity change, negative = growth inhibition, most hits filed as inhibitors | 15% of 420,000 active; note: nearly all actives have a fitted effect of over 55% in size
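Chicken DT40 Tdp1-/- cells complemented with human TDP1, screened without camptothecin (DMSO vehicle only), 400 cells/well. Compounds pin-transferred, cells incubated at 37 °C for at least 48 hr. Growth read as ATP-dependent luminescence (CellTiter-Glo, 30 min at RT).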
TDP1 cell CPT = qHTS for Inhibitors of human tyrosyl-DNA phosphodiesterase 1 (TDP1): qHTS in cells in presence of CPT. chicken DT40 Tdp1-/-;hTDP1 cells + 20 nM CPT, ATP luminescence, 48 h. Potency, µM (doses to about 46.2 µM), for the others: at the top dose activity change, negative = growth inhibition, usual class: inhibitors. 12% of 420,000 active; note: nearly all actives have a fitted effect of over 55% in size
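Cell growth measured by CellTiter-Glo luminescence after a minimum 48 h, 37 C compound exposure with 20 nM CPT in Tdp1-knockout DT40 cells stably expressing hTDP1, seeded 400/well; qHTS titration format.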
TDP1 inh = qHTS Assay for Inhibitors of Tyrosyl-DNA Phosphodiesterase (TDP1). Tyrosyl-DNA phosphodiesterase 1 (Homo sapiens), Q9NUW8. recombinant TDP1, AlphaScreen DNA substrate cleavage. Potency, µM (top dose mostly 130 µM), without a hit: top-dose activity change, negative = inhibition, actives largely listed as inhibitors. 0.28% of 350,000 active. AID 485290, 2010; note: nearly all actives have a fitted effect of over 40% in size
Target sequence (Q9NUW8 whole entry, looked up): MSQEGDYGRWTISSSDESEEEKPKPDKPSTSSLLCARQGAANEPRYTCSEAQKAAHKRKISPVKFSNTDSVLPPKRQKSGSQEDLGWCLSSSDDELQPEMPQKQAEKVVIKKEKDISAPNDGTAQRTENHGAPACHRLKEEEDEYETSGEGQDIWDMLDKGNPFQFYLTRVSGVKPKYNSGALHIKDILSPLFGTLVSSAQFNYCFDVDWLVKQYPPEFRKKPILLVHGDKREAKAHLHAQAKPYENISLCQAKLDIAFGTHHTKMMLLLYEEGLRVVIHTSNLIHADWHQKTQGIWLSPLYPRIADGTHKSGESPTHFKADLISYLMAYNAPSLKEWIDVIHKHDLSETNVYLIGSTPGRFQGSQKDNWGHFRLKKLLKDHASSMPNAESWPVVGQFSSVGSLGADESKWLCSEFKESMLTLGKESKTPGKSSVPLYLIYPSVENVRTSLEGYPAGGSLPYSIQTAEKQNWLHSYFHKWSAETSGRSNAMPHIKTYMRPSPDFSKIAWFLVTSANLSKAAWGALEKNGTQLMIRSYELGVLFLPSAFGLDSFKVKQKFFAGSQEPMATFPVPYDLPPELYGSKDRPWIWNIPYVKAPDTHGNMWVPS
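Signal: AlphaScreen proximity between streptavidin donor and anti-FITC acceptor beads on intact substrate. Reaction: Tdp1 1 nM, substrate 15 nM final, 5 min RT after 15 min compound preincubation.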
* marks the source's active call; other numbers are inactive results; ? = inconclusive; / = no result given; & = joins results of further samples; [ ] = dose if it differs, or a comment. Calls come from the whole dose curve; as a rule, active = well fitted curve in the direction sought with a large enough effect; inconclusive = small, poorly fitted or top-dose-only effect, or another doubt; inactive = no such curve, though single readings can be large; an effect the other way counts as inactive or inconclusive. % is set by controls: 0 for no effect and ±100 for the full control effect; potency is the fitted concentration of half-maximal effect.

SMILES | DT40 TDP1 no CPT | TDP1 cell CPT | TDP1 inh
COc1ccc(OC(C)C(=O)Nc2ccccc2F)cc1 (centres undefined) | 0.8% | 0.4% | 5.8%
CN(C1CCCCC1)S(=O)(=O)c1cc2c(cc1Cl)NC(=O)CO2 | 7.6% | -1.5% | -3.0%
CCc1c(C)c2cc(Cl)c(O)c(CN(CC)CC)c2oc1=O | -6.6% | ? | 2.2%
CCOc1ccc(OCC(=O)c2c(O)c3ccccc3oc2=O)cc1 | ? | ? | 2.0%
Cc1ccc(C(=O)N/C(=C\c2ccco2)C(=O)NCCCn2ccnc2)cc1 | -8.8% | 21.0% | 3.5%
Cc1ccc(-c2cc(-c3ccccc3)c(C#N)c(N)n2)o1 | 14.6µM* | 23.1µM* | 1.0%
O=C(NCC(c1ccco1)N1CCc2ccccc21)C(=O)Nc1ccccc1F (centres undefined) | 18.4µM* | ? | /
CN(C)S(=O)(=O)c1cccc(NC(=O)c2cccc(S(=O)(=O)N3CCCCCC3)c2)c1 | ? | ? | 0.2%
CCN(CC)c1nc(C)nc2c1cnn2CCc1ccccc1 | 14.6µM* | ? | -0.5%
CC(C)CN(CCNC(=O)c1cc(-c2cccs2)nc2ccccc12)CC(C)C | ? | 2.9% | 5.9%
O=C(NC(C(=O)N/N=C/c1c2ccccc2cc2ccccc12)c1n[nH]c(=O)c2ccccc12)c1ccccc1 (centres undefined) | 10.3µM* | 8.2µM* | 9.4%
COc1ccc(OC)c(C(=O)NC2CCSc3ccccc32)c1 (centres undefined) | -29.4% | -1.0% | 6.8%
CN(C(=O)CCc1nc(-c2ccccc2F)no1)c1ccccc1 | -8.8% | -19.1% | 8.1%
CC(C)Oc1ccc(CNC(=O)c2ccc3nc(C(C)C)oc3c2)cc1 | ? | 4.2% | 5.3%
COc1ccc(N(CC(=O)NCCC2=CCCCC2)S(C)(=O)=O)cc1 | -13.7% | -5.8% | 0.0%
O=C(COc1ccccc1-c1nc(-c2ccccc2)no1)Nc1ccc([N+](=O)[O-])cc1 | 2.0% | -13.3% | 8.6%
Cc1cccc(C)c1NC(=O)C(=O)NCCCN1CCOCC1 | ? | ? | 0.0%
CC(C)c1cc(Cn2c3ccccc3c(=O)n2C(C)Cn2cc(C3=CCCCC3)nn2)on1 (centres undefined) | ? | ? | /
Cc1ccc(C(=O)NCCc2nnc3n2CCN(Cc2cc(C)cc(C)c2)CC3)cc1 | ? | ? | /
COc1ccc(C(=O)N2CCN=C2SCc2cccnc2)c(OC)c1 | -17.3% | -21.9% | 2.9%
CC1=C(c2ccc(C)c(C)c2)S(=O)(=O)N=C1N1CCC(C(=O)N2CCCCC2)CC1 | ? | ? | 7.1%
CCOc1ccc(-n2c(SCC(=O)N3CCC(C(=O)O)CC3)nc3ccccc3c2=O)cc1 | -17.0% | -8.0% | 7.4%
N#Cc1nc(COc2ccccc2Cl)oc1NCc1cccnc1 | ? | ? | 1.0%
CC(=O)c1ccc(S(=O)(=O)N(C)CC(=O)Nc2cc(C)on2)cc1 | ? | 3.2% | -4.2%
CC(=O)c1ccc(NC(=O)c2noc3c2CCc2ccccc2-3)cc1 | -8.4% | ? | 6.4%
CC(=O)c1cccc(NC(=O)c2sc(-n3nc(C)c(CCC(C)C)c3C)nc2C)c1 | ? | 13µM* | -6.8%
CCC(C)c1cc(S(=O)(=O)N2CCOCC2)ccc1OC (centres undefined) | ? | ? | 5.3%
CCOC(=O)c1c(-c2ccc(OC)cc2)csc1NC(=O)CSc1ccccc1 | ? | ? | -5.9%
COC(=O)C(CCSC)NC(=O)c1cc2c(n(-c3ccccc3)c1=O)CC(C)(C)CC2=O (centres undefined) | -9.0%&-15.2% | -7.4%&-12.5% | -1.1%&1.9%
CCCc1nc2ccccc2c(C(=O)OCC(=O)Nc2cccc(S(=O)(=O)N3CCOCC3)c2)c1CC | ? | 11.6µM* | 3.0%
Cc1cccc(C(=O)N2CCC(c3nc(-c4ccc(S(=O)(=O)N5CCOCC5)cc4)no3)CC2)c1 | 20.6µM* | 16.4µM* | 3.8%
Cc1c(NC(=O)CCCCCN2C(=O)c3ccccc3C2=O)c(=O)n(-c2ccccc2)n1C | -3.1% | -26.5% | -3.8%
O=S(=O)(NCC1CCCO1)c1ccc(S(=O)(=O)N(Cc2ccc(F)cc2)Cc2ccco2)cc1 (centres undefined) | ? | ? | 2.7%
CCOc1cc(C(=O)Nc2ccc(-c3cn4cccnc4n3)cc2)cc(OCC)c1OCC | 9.2µM* | 11.6µM* | 9.0%
CCn1c(SCC(=O)N=Nc2c(O)[nH]c3ccccc23)nc2ccccc21 | 16.4µM* | 16.4µM* | 8.2%
COc1cc(O)c(C)c(O)c1 | 5.3% | -2.1% | 13.6%[56.1 µM]
COC(=O)CCCn1cc(CN(C)C2CN(Cc3cn(CCCC(=O)OC)nn3)S(=O)(=O)C2)nn1 (centres undefined) | -14.8% | -15.3% | /
O=Cc1c(Sc2ccccn2)nc2ccccn2c1=O | ? | ? | 6.6%
CCOC(=O)c1ccccc1NC(=O)CN1CCCN(Cc2cccc(Cl)c2)S1(=O)=O | ? | ? | 0.0%
COc1cc(C(=O)O)nc2ccccc12 | -11.8% | -10.2% | 3.9%
CCCn1c(=N)c(C(=O)NC2CCCC2)cc2c(=O)n3cccc(C)c3nc21 | 11.6µM* | ? | 2.4%
COc1ccc2ccccc2c1/C=N/NC(=S)Nc1cc(S(=O)(=O)N2CCOCC2)ccc1N1CCOCC1 | -4.6% | -4.3% | 5.5%
Cc1cccc(-c2nc(CC(=O)Nc3cccc(S(=O)(=O)NC4=NCCC4)c3)cs2)c1 | 8.0% | 0.4% | 0.4%
Cc1ccc(NC2CCCN(C(=O)c3ccc(C)c(N4CCNC4=O)c3)C2)cc1C (centres undefined) | -16.3% | -4.2% | 6.0%
O=C(NCc1ccncc1)c1csc([C@@H]2O[C@H](CO)[C@@H](O)[C@H]2O)n1 | 2.31µM* | 2.06µM* | /
CCOC(=O)C1CCN(C(=O)C2CCN(S(=O)(=O)c3cccc4nsnc34)CC2)CC1 | -2.9% | ? | 2.5%
Cn1c(SCC2CCCO2)nnc1C1CCN(Cc2ccco2)CC1 (centres undefined) | -5.0% | 16.1% | /
CCOC(=O)c1ccc(NC2=CC(=O)CC(c3ccco3)C2)cc1 (centres undefined) | ? | -12.6% | -2.7%
CN(C)c1ccc(C(CNC(=O)c2ccc(F)cc2)c2c[nH]c3ccccc23)cc1 (centres undefined) | ? | 18.4µM* | 11.0%
CCc1nnc(NC(=O)COc2ccc3ccccc3c2)s1 | -22.5% | -17.4% | 7.8%[0.0935 µM]
Later entries:
SMILES | DT40 TDP1 no CPT | TDP1 cell CPT | TDP1 inh
CCOC(=O)c1ccccc1NC(=O)CSc1nnc(CC)n2c1cc1occc12 | ? | ? | -2.6%
CCN(CC(=O)Nc1ccccc1OC)CC(=O)Nc1c(Cl)ccc(C)c1Cl | 14.6µM* | ? | 2.6%
COc1cc2ncnc(NCc3ccccc3)c2cc1OC | ? | ? | 6.2%
CC(C)(C)C(=O)CSc1nc(N)cc(=O)[nH]1 | 10.2% | -2.2% | 5.4%
COc1ccc(C(NC(=O)c2cccc(F)c2)c2ccccc2)cc1 (centres undefined) | -24.6% | ? | 0.0%
CN1CCN(S(=O)(=O)c2ccc(NC(=O)c3ccc([N+](=O)[O-])cc3)cc2)CC1 | -24.6% | ? | /
CCC(CC)COC(=O)C1=C(C)NC(=O)NC1c1ccc(OC)cc1 (centres undefined) | ? | ? | /
COc1ccc(CN2CCS(=O)(=O)CC2)cc1OC | 19.4% | -28.0% | 4.3%
COc1ccc(NC(=O)CN(Cc2ccco2)Cc2ccco2)cc1S(=O)(=O)N1CCCCC1 | ? | 23.1µM* | 3.3%[56.1 µM]
Cc1cccc(N(C)C(=O)c2cc3c(=O)oc4ccc(C)cc4c3s2)c1 | -25.4% | -1.9% | 2.3%

At a glance, part of the list above:
SMILES | DT40 TDP1 no CPT | TDP1 cell CPT | TDP1 inh
Cn1c(SCC2CCCO2)nnc1C1CCN(Cc2ccco2)CC1 (centres undefined) | -5.0% | 16.1% | /
CCOC(=O)c1ccc(NC2=CC(=O)CC(c3ccco3)C2)cc1 (centres undefined) | ? | -12.6% | -2.7%
CN(C)c1ccc(C(CNC(=O)c2ccc(F)cc2)c2c[nH]c3ccccc23)cc1 (centres undefined) | ? | 18.4µM* | 11.0%
CCc1nnc(NC(=O)COc2ccc3ccccc3c2)s1 | -22.5% | -17.4% | 7.8%[0.0935 µM]
CCOC(=O)c1ccccc1NC(=O)CSc1nnc(CC)n2c1cc1occc12 | ? | ? | -2.6%
CCN(CC(=O)Nc1ccccc1OC)CC(=O)Nc1c(Cl)ccc(C)c1Cl | 14.6µM* | ? | 2.6%
COc1cc2ncnc(NCc3ccccc3)c2cc1OC | ? | ? | 6.2%
CC(C)(C)C(=O)CSc1nc(N)cc(=O)[nH]1 | 10.2% | -2.2% | 5.4%
COc1ccc(C(NC(=O)c2cccc(F)c2)c2ccccc2)cc1 (centres undefined) | -24.6% | ? | 0.0%
CN1CCN(S(=O)(=O)c2ccc(NC(=O)c3ccc([N+](=O)[O-])cc3)cc2)CC1 | -24.6% | ? | /
CCC(CC)COC(=O)C1=C(C)NC(=O)NC1c1ccc(OC)cc1 (centres undefined) | ? | ? | /

(next part)
SMILES | DT40 TDP1 no CPT | TDP1 cell CPT | TDP1 inh
Cc1cc(S(=O)(=O)Nc2noc3ccccc23)ccc1F | 12.6% | 2.1% | /
CCO[C@H]1OC(C(=O)N2CCCCCCC2)=C[C@@H](c2csc3ccccc23)[C@@H]1CCCO | -26.7% | -28.3% | 3.8%
COc1ccc(Cl)cc1-c1cc(C(=O)N[C@H](C)c2ccccc2)[nH]n1 | 3.66µM* | 2.59µM* | /
Cc1ccc(NC(=S)NC2CCCC2)cc1C | ? | ? | -0.6%
COC(=O)c1[nH]nc2c1C(=O)N(C1CCCCC1)C2=O | ? | -14.7% | 3.9%
CCOC(=O)CCCCC(=O)c1[nH]c(=O)[nH]c1CSCCO | 2.5% | 6.7% | 11.6%
CC1CCc2cc(F)ccc2N1C(=O)c1ccc2c(c1)OCO2 (centres undefined) | 14.6µM* | ? | -1.1%
COCCSc1nnc(NC(=O)C(C)(C)C)s1 | 2.3% | 5.4% | 0.0%
O=C1NN(c2ccc(Cl)cc2)C(=O)/C1=C\c1ccc(-c2cccc(C(=O)O)c2)o1 | 1.0% | 1.4% | /
CCc1nn(C(CC)C(=O)NCc2cccc(OC)c2)c(=O)c2cc3occc3n12 (centres undefined) | 12.6% | ? | 3.1%
Cc1cc(-c2cccc([N+](=O)[O-])c2)nc2ccccc12 | -11.3% | 15.2% | 6.9%
CS(=O)(=O)N(CCc1ccccc1)CC(=O)NCC1CCCO1 (centres undefined) | -13.3% | -2.5% | 4.4%
O=C1c2cccc3c([N+](=O)[O-])ccc(c23)C(=O)N1c1ccc(Cl)cn1 | 3.66µM* | 3.26µM* | 9.8%
CCN(c1ccccc1)S(=O)(=O)c1ccc(Cl)c(NC(=O)CSc2nncs2)c1 | ? | ? | 2.6%
CCOc1ccc(-c2cc(NC(=O)c3cccc(Cl)c3)c(C(=O)OC)s2)cc1 | -10.3% | -9.8% | 5.1%
Fc1ccc(-c2nn(-c3ccccc3)cc2CNCc2ccccc2)cc1 | ? | ? | 1.2%
C/C(=N\O)c1ccc2c3c([nH]c2c1)CCCC3 | ? | ? | 13.6%
CC1(C)C(C=C(Cl)Cl)C1C(=O)N(Cc1ccc(Cl)cc1)C1CCS(=O)(=O)C1 (centres undefined) | ? | ? | 5.5%
COc1cc(C#Cc2c(-c3cncn3C)n(C)c3ccc(-c4ccc(OC)nc4)cc23)cc(OC)c1 | ? | 16.4µM* | 4.5%
CC(=O)c1ccc(N2CCCCCC2)c(F)c1 | ? | -2.2% | -5.1%
O=C(NC(=S)N1CCc2ccccc21)c1ccccc1Br | 20.6µM* | 18.4µM* | 0.0%
O=C(O)CCCn1c(=S)[nH]c2c(sc3ccc([N+](=O)[O-])cc32)c1=O | 10.0% | 5.5% | -8.1%
O=C(c1[nH]c(C(F)(F)F)nc1-c1ccccc1)N1CCC(C(O)(c2ccccc2)c2ccccc2)CC1 | ? | 2.2% | /
CC1CN(CCc2ccccc2)c2nc3c(c(=O)[nH]c(=O)n3C)n2C1 (centres undefined) | ? | ? | 7.7%
NC(=O)N/N=C\c1cc(Br)ccc1O | ? | -9.6% | 5.5%

Rows were taken by chance, and some 18% of all compounds hit somewhere here.
